Assay outcomes deposited in PubChem BioAssay by National Center for Advancing Translational Sciences (NCATS).
IL-1B inflam inh: inflammasome signaling inhibition, IL-1 beta readout. 4.7% of 360,000 active. activity change, % at 57.5 µM. THP-1 LPS/ATP IL-1B secretion, AlphaLISA, 16 h; active compounds read low; in the data active means activity change below about -50%; inconclusive means mostly about -30% to -49%; further: on the % scale 0 is the no-effect control and ±100 the full control effect
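Secreted IL-1B measured by AlphaLISA bead assay after 16 h compound exposure of THP-1 cells; compounds (final up to 57.5 uM) added 1 h before LPS (250 ng/mL) and ATP (1.25 mM) stimulation; lower signal means less secretion.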
D3 ag: D3 dopamine receptor (human) agonism; AID 652048; max activation, %; D3R DiscoveRx beta-arrestin cells, luminescence, 90 min; P35462; 0.58% of 410,000 active; in the data active means max activation above about 30%; further: 0% is about no effect; mostly tested at two doses, the higher about 12 µM
Target sequence (P35462 whole entry, looked up): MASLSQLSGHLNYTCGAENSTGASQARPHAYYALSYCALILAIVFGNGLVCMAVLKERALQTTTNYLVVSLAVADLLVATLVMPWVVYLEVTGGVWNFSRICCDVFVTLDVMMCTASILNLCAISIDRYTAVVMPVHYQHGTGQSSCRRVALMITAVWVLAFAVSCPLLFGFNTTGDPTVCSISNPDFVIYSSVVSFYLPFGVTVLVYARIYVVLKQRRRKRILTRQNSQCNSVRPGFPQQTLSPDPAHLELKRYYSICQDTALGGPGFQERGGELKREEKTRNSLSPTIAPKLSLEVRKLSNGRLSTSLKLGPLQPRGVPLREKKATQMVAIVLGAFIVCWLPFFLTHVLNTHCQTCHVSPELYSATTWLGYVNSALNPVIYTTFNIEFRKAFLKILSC
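Agonist mode: compounds and dopamine controls were applied to plated cells for 90 min at 37 degrees C after an overnight attachment at 1500 cells/well. Luminescent read-out followed 30 - 60 minutes at room temperature with DiscoveRx detection reagent.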
MCF10A rereplic: inducers of DNA re-replication in MCF 10A breast cells | MCF 10A DNA re-replication, Hoechst nuclear intensity, 48 h | Potency, µM (top dose mostly 46.1 µM), inactives show top-dose activity, positive = re-replication, hits mostly activators | 2.9% of 350,000 active; further: potency means the concentration at half of the fitted maximal effect; % of control where 0% means no effect; nearly all actives have a fitted effect of over 50% in size
SW480 rereplic: inducers of DNA re-replication in SW480 colon cancer cells; SW480 DNA re-replication, Hoechst DNA content imaging, 48 h; Potency, µM (top dose mostly 46.1 µM), inactives show at the highest dose re-replication activation, usual class: activators; 1.8% of 340,000 active; AID 624297; further: potency means the concentration at half of the fitted maximal effect; % of control where 0% means no effect; nearly all actives have a fitted effect of over 55% in size
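Image-based read-out: total Hoechst fluorescence of nuclei (405 nm excitation, 500-530 nm emission), with hits raising the fraction of high-intensity nuclei. SW480 colon cells incubated 48 hr with compounds at 37 C.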
HT1080 IDH1KD tx: HT-1080 IDH1 knockdown cell toxicity (counter line). HT-1080 IDH1 knockdown viability, ATP luminescence, 48 h. Potency, µM (titrated, usually from 46.1 µM), for the others: at the top dose activity, negative = toxicity, actives largely listed as cytotoxic. 2% of 360,000 active. AID 686971;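 further: potency means the concentration at half of the fitted maximal effect; 0% = DMSO wells and -100% = cell-free medium wells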
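IDH1KD HT-1080 cells, 750/well, RPMI + 5% FBS; compound pinned after 2 h settling; 48 h, 37 °C; CellTiter-Glo luminescence; % activity normalised to DMSO and no-cell wells; curves fitted, classed by r2 and efficacy.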
HT1080NT lethal: kills 2HG-producing HT-1080-NT fibrosarcoma cells. Potency, µM (doses to about 46.1 µM), for the others: top-dose activity, negative = less viability, usual class: cytotoxic. 1.6% of 360,000 active. HT-1080-NT fibrosarcoma viability, CellTiter-Glo ATP luminescence, 48 h;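 further: NT is the 2HG producing partner of a matched IDH1 knockdown line; potency means the concentration at half of the fitted maximal effect; 0% = DMSO-treated cells and -100% = media-only wells without cells; nearly all actives have a fitted effect of over 55% in size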
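Fibrosarcoma NT cells, 750 per well in 5% FBS RPMI, were exposed to compound for 48 hours. Viability: CellTiter-Glo luminescence.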
GLP1R cytotox: cytotoxicity counter-screen for GLP-1 receptor inverse agonists; HEK293 cAMP-luciferase reporter cells, luminescence, 24 h; Potency, µM (highest dose often 38.3 µM), for the others: at the top dose activity change, negative = inhibition, actives largely listed as inhibitors; 0.13% of 410,000 active; AID 624418;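 further: loss of luciferase light is scored as toxicity; potency means the concentration at half of the fitted maximal effect; on the % scale 0 is the no-effect control and ±100 the full control effect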
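To flag toxic compounds, the library was rerun on cells for 24 hr at 37 deg C and 5% CO2. Viability-linked luminescence was captured 12 min after adding luciferase detection reagent.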
KB-3-1 tox: KB-3-1 parental cell cytotoxicity. KB-3-1 viability, CellTiter-Glo ATP luminescence, 72 h. Potency, µM (titrated, usually from 46.1 µM), for inactives: at the top dose activity change, negative = cytotoxic, usual class: cytotoxic. 1.4% of 400,000 active; further: potency means the concentration at half of the fitted maximal effect; on the % scale 0 is the no-effect control and ±100 the full control effect; nearly all actives have a fitted effect of over 60% in size
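Cytotoxicity measured as CellTiter-Glo luminescence after 72 h at 37 C. Compound titrations were pinned onto drug-naive KB-3-1 parental adenocarcinoma cells grown in DMEM with 10% FBS, and normalized data fitted to concentration-response curves.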
KB-V1 cytotox: kills drug-selected multidrug resistant KB-V1 cells | KB-V1 MDR cells viability, CellTiter-Glo, 72 h | Potency, µM (series often up to 46.1 µM), for the others: at the highest dose activity change, negative = cytotoxicity, most hits filed as cytotoxic | 3.4% of 400,000 active; further: potency means the concentration at half of the fitted maximal effect; on the % scale 0 is the no-effect control and ±100 the full control effect; nearly all actives have a fitted effect of over 60% in size
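KB-V1 MDR subline cells in DMEM (phenol-red free, 10% FBS) exposed to compounds in qHTS concentration series for 72 h at 37 degrees C. Viability read by CellTiter-Glo luminescence; concentration-effect curves fitted after normalization and correction.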
* = called active by the depositor; ? = inconclusive; / = no result given; [ ] = dose if it differs, or a comment. Unless noted, the call rests on the fitted dose curve; in most records, active means well fitted curve in the direction sought with a large enough effect; inconclusive means small, poorly fitted or top-dose-only effect, or another doubt; inactive means no such curve, though single readings can be large; an effect the other way counts as inactive or inconclusive. This is a random part of the collection, and some 11% of all compounds hit somewhere here.

nr	smiles	IL-1B inflam inh	D3 ag	MCF10A rereplic	SW480 rereplic	HT1080 IDH1KD tx
1	COCCNC(=S)N1CCC(NC(=O)C23CC4CC(CC(C4)C2)C3)CC1	1	-4	-2%	0%	4%
2	COc1cc(/C=N/Nc2nc(Nc3ccccc3)nc(N3CCOCC3)n2)ccc1OC(=O)c1ccco1	?	5	19%	?	-19%
3	COc1ccc(/C=C2/SC(=S)N(n3c(C)ccc3C)C2=O)cc1	-8	2	5%	0%	-1%
4	CCCCN1C(=O)C(CC(=O)NCCN2CCOCC2)CC(C(=O)N(C(C)C)C(C)C)=C1C (stereo unspecified)	-9	-7	/	/	-3%
5	Nc1c(NC2CCCCC2)c2ccccc2oc1=O	19	14	2%	2%	?
6	Cc1sc2ccccc2c1CNC[C@H]1O[C@@H](n2ccc(N)nc2=O)[C@H](O)[C@@H]1O	10	0	/	/	1%
7	CCOc1ccc2nc(NC(=O)C3=NNC(=O)CC3)sc2c1	-2	0	2%	2%	13%
8	O=C(Nc1ccc(CN2CCS(=O)(=O)CC2)cc1)c1ccccc1	-4	4	-1%	-3%	6%
9	Cc1cc(C(=O)NN=C(Cc2ccccc2)Cc2ccccc2)c(C)o1	-7	3	15%	-1%	19%
10	COc1ccc(-c2cc(C3CCN(c4ccc(C(C)=O)cc4[N+](=O)[O-])CC3)[nH]n2)cc1	-71*	-20	14%	8%	?

nr	HT1080NT lethal	GLP1R cytotox	KB-3-1 tox	KB-V1 cytotox
1	0%	2%[7.66 µM]	-1%	?
2	-24%	-26%	-2%	-13%
3	5%	-21%	5%	10%
4	13%	5%	-14%	-3%
5	-14%	2%	7%	16µM*
6	5%	-4%	-5%	12%
7	14%	1%	14%	-1%
8	9%	6%	-1%	-1%
9	13%	18%	0%	?
10	?	?	?	15µM*

The final 5 compounds of the part before come first, to join the parts:
nr	smiles	IL-1B inflam inh	D3 ag	MCF10A rereplic	SW480 rereplic	HT1080 IDH1KD tx
6	Cc1sc2ccccc2c1CNC[C@H]1O[C@@H](n2ccc(N)nc2=O)[C@H](O)[C@@H]1O	10	0	/	/	1%
7	CCOc1ccc2nc(NC(=O)C3=NNC(=O)CC3)sc2c1	-2	0	2%	2%	13%
8	O=C(Nc1ccc(CN2CCS(=O)(=O)CC2)cc1)c1ccccc1	-4	4	-1%	-3%	6%
9	Cc1cc(C(=O)NN=C(Cc2ccccc2)Cc2ccccc2)c(C)o1	-7	3	15%	-1%	19%
10	COc1ccc(-c2cc(C3CCN(c4ccc(C(C)=O)cc4[N+](=O)[O-])CC3)[nH]n2)cc1	-71*	-20	14%	8%	?
11	Cc1nc([N+](=O)[O-])c(SCC(N)=O)n1Cc1ccccc1	-18	-1	10%	0%	12%
12	Nc1cc(Cl)ccc1C(=O)OCC(=O)NC1CCCCCCC1	-24	-5	?	-15%	-5%
13	CC(C)Oc1ccc(C(=O)N(CN2CCCC2=O)c2ccc(F)cc2)cc1	24	3	-3%	-6%	1%
14	COC(=O)C(NC(=O)c1ccco1)(Nc1cc(C)ccn1)C(F)(F)F (stereo unspecified)	9	4	8%	-5%	0%
15	CCN(CC)S(=O)(=O)c1ccc(OC)c(NC(=O)/C=C/c2ccco2)c1	6	3	0%	-2%	7%
16	C/C(=N\Nc1ccc(S(N)(=O)=O)cc1[N+](=O)[O-])c1ccccc1O	19	-4	2%	-5%	-23%
17	CC1(c2nnc(Cc3ccccc3)o2)CC(c2cccc(Cl)c2)=NO1 (stereo unspecified)	41	-1	0%	-2%	-1%
18	CCCCNC(=O)C1c2ccccc2OCC(=O)N1CCc1ccccc1 (stereo unspecified)	11	2	/	/	11%
19	Cc1ccc(CNc2ncnc3onc(-c4ccc(F)cc4)c23)cc1	/	0	/	/	/
20	C/C(=N\Nc1nc(C)cc(-c2ccccc2)n1)c1ccccc1	3	2	1%	?	?

nr	HT1080NT lethal	GLP1R cytotox	KB-3-1 tox	KB-V1 cytotox
6	5%	-4%	-5%	12%
7	14%	1%	14%	-1%
8	9%	6%	-1%	-1%
9	13%	18%	0%	?
10	?	?	?	15µM*
11	7%	-17%	0%	1%
12	0%	8%	-5%	-25%
13	0%	-8%	3%	?
14	6%	19%	2%	-16%
15	5%	-7%	?	-17%
16	-23%	-7%	0%	23%
17	-1%	-2%	?	-82%
18	11%	1%	1%	-3%
19	/	-2%	?	-29%
20	-28%	?	-14%	6.5µM*

Single entries from the entries so far:
compound 20 in IL-1B inflam inh: 3
compound 12 in SW480 rereplic: -15%
compound 18 in D3 ag: 2
compound 16 in MCF10A rereplic: 2%
compound 13 in KB-3-1 tox: 3%

More results follow.
nr	smiles	IL-1B inflam inh	D3 ag	MCF10A rereplic	SW480 rereplic	HT1080 IDH1KD tx
21	CCN(Cc1cccs1)C(=O)CN1CCN(S(=O)(=O)c2ccc3c(c2)OCCCO3)CC1	-27	0	13%	0%	7%
22	COc1ccc(-n2c(C)cc(C(=O)CN3C(=O)C(=O)N(Cc4ccccc4)C3=O)c2C)cc1	23	-13	5.8µM*	8%	?
23	CCOC(=O)/C=C/C(=O)OCC(=O)Nc1cccc(Br)c1	-62*	-6	?	10%	-4%
24	COc1ccc(N2C(=O)C3CCCN3C2c2ccc(F)cc2)cc1Cl (stereo unspecified)	2	2	2%	-4%	9%
25	CN(C)/C=C(\C#N)C(=O)Nc1ccc(F)cc1	-1	-6	-2%	-3%	1%
26	O=C1CNC(=S)N1Cc1ccccc1Cl	-4	-8	0%	?	1%
27	COc1ccc(CCNC(=O)COC(=O)C23CC4CC(CC(C4)C2)C3)cc1	3	2	?	5%	-3%
28	Cc1ccc(OCC(=O)Nc2ccc(N3CCCC3)cc2)cc1C	20	-4	1%	0%	-1%
29	CC(C(=O)N1CCCc2ccccc21)N1CCN(c2ccccn2)CC1 (stereo unspecified)	-5	-6	-7%	9%	0%
30	CCOc1ccccc1NC(=O)C(OC(=O)c1ccccc1O)c1ccccc1 (stereo unspecified)	-12	2	21%	-7%	11%

nr	HT1080NT lethal	GLP1R cytotox	KB-3-1 tox	KB-V1 cytotox
21	0%	1%	?	?
22	?	-26%	?	?
23	0%	14%	?	-7%
24	4%	1%	-4%	13%
25	-3%	17%	-20%	-1%
26	-9%	-14%	7%	0%
27	0%	-4%	0%	2%
28	-10%	10%	8%	1%
29	3%	4%	4%	2%
30	8%	-9%	7%	12µM*

More entries
nr	smiles	IL-1B inflam inh	D3 ag	MCF10A rereplic	SW480 rereplic	HT1080 IDH1KD tx
31	Cc1noc(NS(=O)(=O)c2ccc(N/C=C\C(=O)c3cccs3)cc2)c1C	22	2	?	-19%	0%
32	O=c1[nH]c(=O)n(C2CCCO2)cc1Br (stereo unspecified)	32	6	-6%	-6%	16%
33	Cc1ccc(C(=O)N/C(=C\c2cccs2)C(=O)NCCc2ccccn2)cc1C	-21	1	0%	-1%	-7%
34	Cc1ccc(C(=O)NNC(=O)c2ccc(Br)s2)cc1S(=O)(=O)N1CCOCC1	5	-2	0%	-2%	0%
35	c1ccc2cc3[nH]c(CN4CCCCC4)nc3cc2c1	4	-7	11%	-4%	-5%
36	CC(=O)Nc1ccc(S(=O)(=O)NC(CC(=O)N(C)Cc2ccccc2)C(C)C)cc1 (stereo unspecified)	-3	2	20%	?	12%
37	Cc1ccccc1NC(=O)CC1(c2ccc(N(C)C)cc2)C(=O)c2ccccc2C1=O	-30	5	?	-4%	0%
38	COc1ccc(NC2CCCN(C(=O)c3ccc4[nH]c(C)c(C)c4c3)C2)cc1OC (stereo unspecified)	-11	3	-50%[inhibitor]	-2%	-4%
39	CCc1ccc(CN(C)C(=O)c2cc(S(=O)(=O)N3CCN(CC)CC3)ccc2Cl)cc1	-67*	-13	?	-65%[inhibitor]	-10%
40	CC(=O)Nc1ccc(OC(=O)COc2ccc(Br)cc2)cc1	4	1	0%	-6%	26%

nr	HT1080NT lethal	GLP1R cytotox	KB-3-1 tox	KB-V1 cytotox
31	-6%	-27%	0%	5%
32	17%	18%	9%	-8%
33	-5%	-23%	2%	?
34	-1%	1%	?	17%
35	-6%	-8%	-3%	11%
36	1%	12%	-4%	29%
37	-6%	2%	-5%	-3%
38	0%	?	11%	-11%
39	-8%	-10%	?	?
40	23%	-4%	16%	8%

The listing continues:
nr	smiles	IL-1B inflam inh	D3 ag	MCF10A rereplic	SW480 rereplic	HT1080 IDH1KD tx
41	CCOC(=O)c1ccc(-c2ccc(/C=C(\C#N)C(=O)Nc3ccc(C)cc3OC)o2)cc1	/	2	/	/	/
42	COCC(=O)Nc1ccc2nc3n(c(=O)c2c1)CCCCC3	-14	-4	-4%	-3%	9%
43	CCN(C(=O)CSc1nnc(Cn2nnc3ccccc32)o1)c1nc(C)cs1	22	0	28%	-5%	-4%
44	COC(=O)CSc1nnc(-c2ccc(S(=O)(=O)N3CCCC3)cc2)n1C	0	-4	3%	0%	18%
45	CCn1c(SC(C)C)nnc1-c1cc(-c2ccccc2)sc1N	-6	-2	23%	24%	-12%
46	CSc1ccc(CN2CCCC(N3CCN(c4ccccc4)CC3)C2)cc1 (stereo unspecified)	-19	-14	2%	?	-1%
47	COc1ccccc1NC(=S)Nc1cccc2cnccc12	12	-5	18%	1%	?
48	COc1ccc(NS(=O)(=O)c2cccc(C(=O)NNC(=O)c3ccc(O)c(Cl)c3)c2)cc1	0	0	1%	-10%	1%

nr	HT1080NT lethal	GLP1R cytotox	KB-3-1 tox	KB-V1 cytotox
41	/	0%	11%	-13%
42	5%	-9%	16%	-1%
43	-1%	-15%	-4%	?
44	-3%	17%	0%	2%
45	0%	?	0%	-43%
46	-8%	3%	?	-2%
47	?	-4%	0%	?
48	-3%	0%	-8%	0%
